Screening data deposited in PubChem by several laboratories.
Kir21 inh: inhibitors of mouse Kir2.1 inward-rectifier potassium channel. HEK293-Kir2.1, FluxOR thallium flux fluorescence; hits give low values. 0.85% of 310,000 active. AID 1672, 2009. B-score at 10 µM. Inward rectifier potassium channel 2 (Mus musculus), P35561;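 active means fluorescence ratio B-score at or below minus 3 SD of library scores, with starting-brightness B-score within 2 SD, cut at about -4.2 in these data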;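 further: channel flux triggered by added potassium and thallium sulfate stimulus; B-score of peak minus minimum fluorescence over baseline after thallium stimulus; more negative B-score means stronger Kir2.1 block with less thallium influx; some compounds called inactive have numbers as strong as hits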
Target sequence (P35561 whole entry, looked up): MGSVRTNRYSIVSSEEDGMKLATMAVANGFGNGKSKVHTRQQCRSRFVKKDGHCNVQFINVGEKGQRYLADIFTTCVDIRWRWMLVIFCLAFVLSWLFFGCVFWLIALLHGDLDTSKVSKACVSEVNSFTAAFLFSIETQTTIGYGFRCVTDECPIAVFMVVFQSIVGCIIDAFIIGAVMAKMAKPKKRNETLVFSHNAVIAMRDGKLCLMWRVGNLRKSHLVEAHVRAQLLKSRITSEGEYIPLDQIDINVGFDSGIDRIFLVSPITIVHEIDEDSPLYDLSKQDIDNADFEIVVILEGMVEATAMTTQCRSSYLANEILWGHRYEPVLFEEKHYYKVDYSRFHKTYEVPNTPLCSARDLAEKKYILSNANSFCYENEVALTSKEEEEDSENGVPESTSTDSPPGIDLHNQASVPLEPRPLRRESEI
STK33 inh: inhibitors of purified STK33 kinase, primary screen, biochemical, ADP-Glo luminescence, homogeneous, cell-free; Serine/threonine-protein kinase 33 (Homo sapiens), Q9BYT3; 0.073% of 320,000 active; inhibition, % at 10 µM; AID 2661, 2010; MBP phosphorylation;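 active means inhibition at or above 25%, using the most active replicate where run in duplicate; inactive means inhibition below 25%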
Target sequence (Q9BYT3 whole entry, looked up): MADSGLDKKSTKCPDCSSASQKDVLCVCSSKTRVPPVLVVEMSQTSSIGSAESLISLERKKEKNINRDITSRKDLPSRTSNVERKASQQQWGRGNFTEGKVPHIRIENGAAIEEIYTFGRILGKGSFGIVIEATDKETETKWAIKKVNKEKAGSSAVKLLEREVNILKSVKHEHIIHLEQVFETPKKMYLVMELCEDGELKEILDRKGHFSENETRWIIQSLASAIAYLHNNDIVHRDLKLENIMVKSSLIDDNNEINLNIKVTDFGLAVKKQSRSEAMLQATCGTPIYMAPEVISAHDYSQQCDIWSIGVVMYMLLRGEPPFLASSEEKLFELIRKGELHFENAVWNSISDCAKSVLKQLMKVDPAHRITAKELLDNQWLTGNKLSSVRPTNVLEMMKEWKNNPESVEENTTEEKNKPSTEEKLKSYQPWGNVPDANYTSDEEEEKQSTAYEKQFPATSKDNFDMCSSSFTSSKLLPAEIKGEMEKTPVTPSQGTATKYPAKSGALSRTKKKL
Numbers without * were called inactive; . = no result given.

Kir21 inh | STK33 inh | Structure
-1.5 | 0.3 | Cc1c(NC(=O)/C(C#N)=C/c2c(Oc3ccccc3)nc3ccccn3c2=O)c(=O)n(-c2ccccc2)n1C
0.7 | -0.8 | Cc1nnc(SCC(=O)NNC(=O)COc2ccc(Cl)cc2)n1C
0.64 | -0.9 | Cc1ccc2c(c1)C(c1ccncc1)=NNC(c1ccccc1)=N2
-0.89 | -0.7 | Cc1ccc(-c2nnc(SCC(=O)NNC(=O)COc3cccc(C)c3)n2C)cc1
-0.64 | 3.2 | NC(=O)c1sc2nc3c(c(-c4ccccc4)c2c1N)CCC3
0.02 | -1.0 | CCN(CC)S(=O)(=O)c1ccc(N=NC2=C(O)CCCC2=O)cc1
-0.83 | 0.0 | CCN(C#N)c1nc(NC(C)C)nc(NC(C)C)n1
0.15 | -0.3 | CC(C)(C)OC(=O)NC(Cc1ccccc1)C(=O)N1CCCC1C(=O)O (stereo not given)
2.3 | -0.7 | CCNC(=O)CCc1nc(-c2ccc(C)cc2)no1
1.4 | -0.6 | COc1cccc2[nH]c3c(=O)n(CCCN4CCOCC4)cnc3c12
-1.6 | . | CCOc1ccc(-c2nnc(-c3cccs3)o2)cc1OCC
0.67 | -0.6 | O=C(NCC1CC1)[C@@H]1C[C@H]1[C@@H](NP(=O)(c1ccccc1)c1ccccc1)c1ccccc1
1.3 | -0.3 | O=S1(=O)N=C2CCCCCN2C(c2ccccc2)N1 (stereo not given)
1.5 | 0.9 | O=c1nc2n(c3ccc(Br)cc13)CCS2
0.14 | -0.4 | CCn1c(/C=C/c2c(C)n(CC)c3ccccc23)nc2ccccc2c1=O
0.09 | -1.0 | O=C(CSc1nccc(-c2cccs2)n1)Nc1ccc(Cl)cc1
0.37 | 0.7 | CC(=O)c1ccc(NC(=O)C(C)N(C)CC(=O)Nc2cccc(F)c2)cc1 (stereo not given)
-0.33 | 0.9 | OCC1(Cc2ccc(F)cc2)CCCN(CCc2ccccc2)C1 (stereo not given)
-0.99 | -0.8 | Cc1ccccc1S(=O)(=O)Cc1ccc(C(=O)NCCCN2CCC(C)CC2)o1
-2.4 | -3.2 | Cc1nn(C)cc1CN1CCCC(C(=O)c2ccc(-c3ccccc3)cc2)C1 (stereo not given)
-5.2* | 0.6 | CCOC(=O)C1(CCc2ccccc2)CCN(Cc2ccc(OC)cc2)CC1
0.25 | -0.8 | O=S(=O)(c1ccccc1)c1cnc(-c2cccnc2)nc1-c1ccccc1
-0.74 | -1.9 | COc1ccc(N(CC(=O)Nc2cc(C)ccc2C)S(=O)(=O)c2c(C)nn(C)c2C)cc1
-0.87 | -0.6 | CCN(CC)C(=O)c1[nH]cnc1C(=O)N[C@@H](CC(C)C)C(=O)OC(C)(C)C
1.9 | 2.7 | O=C(NN=C1CCCC1)c1n[nH]c2c1CCCC2
-0.56 | 0.1 | CC(C)[C@H]1COC(NC2=N[C@@H](C(C)C)CO2)=N1
. | -1.2 | CC(=O)Nc1cccc(C)c1
0.01 | 1.4 | O=C(Nc1c2c(nn1-c1cccc(Cl)c1)CS(=O)(=O)C2)c1ccc2c(c1)OCO2
-0.67 | -0.1 | Cc1cccc(N2CCN(C(=O)Cn3cnc4c3c(=O)n(C)c(=O)n4C)CC2)c1C
-1.4 | -0.3 | Cc1ccc(NC(=O)c2cc(S(=O)(=O)N3CCCC3)cn2C)cc1C
-0.37 | -0.8 | Cc1cc(C)cc(N=C2NC(=O)CS2)c1
0.21 | 15 | CC(C)(C)NC(=O)C(c1cccs1)N(C(=O)c1csnn1)c1cccc(F)c1 (stereo not given)
0.81 | -2.1 | O=C(COC(=O)CNS(=O)(=O)c1c(Cl)cccc1Cl)Nc1ccccc1Sc1ccccc1
0.76 | -0.8 | CSc1ncnc2c1cnn2-c1ccc(C)cc1C
2 | -0.7 | CC(OC(=O)c1ccc2c(=O)n3c(nc2c1)CCC3)C(=O)NC1CCCCC1C (stereo not given)
0.1 | -0.9 | Brc1ccc(-c2nnc3n2-c2ccccc2CC3)cc1
1.5 | 1.3 | COc1ccc2sc(NC(=O)CC(C)C)nc2c1
-1.5 | 2.1 | Cc1ccc(C(=O)/C=C/c2cc(Br)cc(Br)c2O)o1
-1.5 | 0.8 | COc1cc(OC)nc(NC(=O)NS(=O)(=O)c2ccc(OC(F)(F)F)cc2)n1
-2 | 1.1 | C/C(=N\NC(=O)CCCNc1ccccc1)c1ccncc1
0.29 | 0.6 | Cc1cccc(C)c1OCc1cc(C(=O)NC2CCC2)no1
0.66 | -0.6 | COC(=O)C1CCN(C(=O)/C(C)=C\c2ccccc2)CC1
-0.56 | -2.0 | CCOc1ccc(N(CC(=O)NCc2ccc(C)cc2)S(=O)(=O)c2c(C)[nH]c(=O)[nH]c2=O)cc1
-1.3 | -0.4 | Cc1ccc2cn[nH]c2c1[N+](=O)[O-]
. | -0.4 | CC(=O)Nc1ccc(C(=O)OCC(=O)N2CCN(C(=O)c3ccco3)CC2)cc1
0.19 | -0.9 | CCOc1ccc(-c2nnc(SCc3nc4ccccc4[nH]3)n2N)cc1
-0.34 | -1.3 | Cc1ccc(C)c(N2CCN(C(=O)Cn3c(=O)[nH]c4ccsc4c3=O)CC2)c1
0.49 | -1.2 | CCC(C)Oc1ccc(/C=C/c2[nH]c(=O)[nH]c(=O)c2[N+](=O)[O-])cc1OC (stereo not given)
-0.6 | -0.8 | Cc1cccc(C=Nc2ccc3c4c(cccc24)CC3)c1O
. | -0.2 | O=C(CSc1ccccc1)OCC(=O)N1CCN(C(=O)c2ccco2)CC1

Going on with the list.
Kir21 inh | STK33 inh | Structure
0.89 | 0.0 | CCc1nc(SCC(=O)Nc2nccs2)c2oc3ccccc3c2n1
-1 | -0.3 | Cc1ccc(S(=O)(=O)NCCC(=O)N2CCCCCCC2)cc1
1.1 | 1.0 | CCC(=O)N(Cc1ccc(S(N)(=O)=O)cc1)C1CC(=O)N(c2ccc(OC)cc2)C1=O (stereo not given)
-0.42 | -0.8 | COc1ccc(NC(=O)c2[nH]c(C)c(C(C)=O)c2C)cc1S(=O)(=O)N1CCOCC1
0.05 | 0.7 | C=C(C(=O)c1ccccc1)C(C)CC(=O)c1ccccc1 (stereo not given)
. | -3.5 | COc1ccc(CCNC(=O)c2ccc(Cl)c(S(=O)(=O)N3CCCCCC3)c2)cc1
1.9 | -0.2 | C=CCC(C(=O)NC(C)c1ccccc1)C(=O)NC(C)c1ccccc1 (stereo not given)
-0.04 | 0.3 | COc1ccc(NC(=S)N(CCCN2CCOCC2)Cc2cn(C)c3ccccc23)cc1OC
0.79 | -0.8 | CCN(CC)S(=O)(=O)c1cccc(NC(=O)CCNC(=O)NC23CC4CC(CC(C4)C2)C3)c1
1.5 | -1.0 | COc1ccc(-c2nc3n(n2)C(c2ccccc2Cl)C(C(N)=O)=C(C)N3)cc1 (stereo not given)
1.2 | -0.8 | O=C(N/N=C1/SCC(=O)N1Cc1ccco1)c1ccccc1F
-1.7 | -0.5 | Cc1ccc(N2CCCn3c2cc(C)c(C#N)c3=O)cc1C
-1 | -0.3 | COc1cc(NC(=O)c2ccc(F)cc2)ccc1NC(=O)c1cc2ccccc2o1
-1.6 | -1.0 | O=c1[nH]c(SCc2cccc(Cl)c2)nc2ccccc12
-1.1 | 5.8 | O=S(=O)(c1ccc(Cl)cc1)N1CCCC1c1nc(-c2ccc(Cl)cc2)no1 (stereo not given)
1.9 | . | Cc1cc(C(=O)N/N=C/c2cc([N+](=O)[O-])cc(C)c2O)n[nH]1
-1.5 | 0.7 | CCC(=O)Nc1ccc(C=C(C(C)=O)C(C)=O)cc1
-0.02 | -1.3 | CC(=O)Nc1ccc(N=Nc2ccccc2)cc1
-0.11 | 0.7 | O=C(Nc1ccccc1Cl)Nc1ccccc1Cl
-10* | 1.1 | Cn1c(-c2ccc(F)cc2)cnc1NCc1ccc(F)cc1
-0.8 | -1.0 | O=S1(=O)CCN2N=C(C3CC3)SC2=N1
-0.18 | -1.0 | CCOc1ccc(OCC)c(S(=O)(=O)N2CCCCC2)c1
-1 | -2.6 | CC(=O)NCc1cc(-c2nn(C)c(=O)c3ccccc23)ccc1C
-0.27 | 0.0 | C(=N\N(Cc1ccccc1)c1ccccc1)/c1ccco1
1.6 | -1.2 | CS(=O)(=O)c1ccc(C(=O)NC(Cc2ccccc2)c2ccccc2)cc1 (stereo not given)

Single records, as listed above.
CC(=O)Nc1ccc(N=Nc2ccccc2)cc1 as listed: Kir21 inh = -0.02; STK33 inh = -1.3
COc1cc(NC(=O)c2ccc(F)cc2)ccc1NC(=O)c1cc2ccccc2o1 as listed: Kir21 inh = -1; STK33 inh = -0.3

Other entries.
Kir21 inh | STK33 inh | Structure
3.1 | -0.6 | CCOCCCNC(=O)c1c[nH]c2ccc(OCC)cc2c1=O
1.9 | -0.3 | O=C(Nc1cccc(C(F)(F)F)c1)OCc1ccncc1
-0.63 | 2.5 | COc1cc(NC(=O)C2CCCN2S(=O)(=O)c2cccc3cccnc23)cc(OC)c1OC (stereo not given)
-0.82 | -2.8 | Cc1cc(-n2c(SCC(=O)Nc3ccc(F)c(F)c3)nc3n[nH]c(C)c3c2=N)ccc1Cl
-1.2 | 1.3 | CCCCc1c(O)n2c(nc3ccccc32)[nH]c1=O
0.5 | -1.3 | COc1ccccc1N(CC(=O)Nc1ccc(Cc2ccncc2)cc1)S(=O)(=O)c1ccccc1
0.17 | -1.4 | CCOC(=O)C1(P(=O)(c2ccccc2)c2ccccc2)CCC1
0 | -1.2 | CCN(CC(=O)Nc1c(F)cccc1F)C(=O)C1CCCN(C(=O)c2ccc(Cl)cc2)C1 (stereo not given)
-0.08 | -2.7 | O=C(NNC(=S)Nc1ccccc1)c1cccc(S(=O)(=O)N2CCOCC2)c1
-0.32 | -1.5 | CCc1nc(NCC(C)C)c(C#N)c2c1COC(C)(C)C2
-0.71 | -2.1 | CC(=O)Oc1ccccc1N(C(C)=O)S(=O)(=O)c1cccc([N+](=O)[O-])c1
-0.16 | -1.6 | CCO[C@@H]1OC(C(=O)NCc2ccccc2)=C[C@H](C2CCCCC2)[C@H]1CCCO
-1.6 | -3.0 | O=C(CN(C(=O)c1csnn1)c1ccc(F)c(Cl)c1)NCc1ccccc1
-0.21 | 0.3 | O=C(CCC1CCCN(C(=O)CC2=CCCCC2)C1)N1CCN(c2ccccn2)CC1 (stereo not given)
-0.83 | -2.1 | Cc1cc(C)c2c(CN3CCCCC3)cc(=O)oc2c1
0.08 | -3.6 | COCCN(CCOC)S(=O)(=O)c1ccc(C(=O)Nc2nnc(C)o2)cc1
1.4 | -0.2 | O=C(NC(=S)N1CCOCC1)C12CCC3CC(CC(C3)C1)C2
-2.7 | -2.9 | Oc1ccc(C[C@H]2CNCCN2CCc2cccc3ccccc23)cc1
2 | 0.5 | NC1=C(Br)C(=O)c2ccccc2C1=O
0.46 | -0.1 | CCN(CC)C(=O)/C(=C\c1ccc2c(c1)OCO2)NC(=O)c1ccc(Br)cc1
-0.7 | 0.7 | COc1ccc(Br)cc1CNC(=O)C1CCN(S(=O)(=O)N2CCCCC2)CC1
. | -0.6 | COc1cccc(C2=CC(=O)C[C@H](c3ccc(Cl)cc3)C2)c1
-0.48 | -0.3 | CC(C)Oc1cccc(C(=O)Nc2ccc(Br)cc2F)c1
-2.5 | 0.1 | COc1ccc(Cl)cc1NC(=O)C/C(C)=N/NC(=O)c1ccccc1[N+](=O)[O-]
-0.82 | -0.6 | O=C(COc1ccc([N+](=O)[O-])cc1)N/N=C/c1ccccn1

6 of the entries above in order of the Kir21 inh value, largest number first.
Kir21 inh | STK33 inh | Structure
0.17 | -1.4 | CCOC(=O)C1(P(=O)(c2ccccc2)c2ccccc2)CCC1
0.02 | -1.0 | CCN(CC)S(=O)(=O)c1ccc(N=NC2=C(O)CCCC2=O)cc1
-0.08 | -2.7 | O=C(NNC(=S)Nc1ccccc1)c1cccc(S(=O)(=O)N2CCOCC2)c1
-0.99 | -0.8 | Cc1ccccc1S(=O)(=O)Cc1ccc(C(=O)NCCCN2CCC(C)CC2)o1
-1.1 | 5.8 | O=S(=O)(c1ccc(Cl)cc1)N1CCCC1c1nc(-c2ccc(Cl)cc2)no1 (stereo not given)
-1.6 | . | CCOc1ccc(-c2nnc(-c3cccs3)o2)cc1OCC

New compounds follow:
Kir21 inh | STK33 inh | Structure
1.1 | -0.9 | CCOC(=O)CC(NC(=O)c1ccco1)c1ccc(C)cc1 (stereo not given)
1.1 | -0.7 | CCCCn1c(CNC(C)=O)nc2ccccc21
. | -0.5 | COc1ccc(SCCN2CC[C@@H](NC(=O)OCc3ccccc3)CCC2=O)cc1
0.75 | -2.2 | CCc1ccnc(NS(=O)(=O)c2ccc3c(c2)OCCO3)c1
. | -0.8 | COCc1c(C(=O)Nc2ccc3nc(N4CCOCC4)sc3c2)oc2ccccc12
. | -1.3 | COC(=O)c1cc(C(=O)OCC(=O)NC(=O)NCc2ccccc2)cc([N+](=O)[O-])c1
2.8 | -1.1 | CCOC(=O)C1C2C=CC3(CN(Cc4ccccc4)C(=O)C13)O2 (stereo not given)
0.97 | 0.6 | Cc1nc(SCC(=O)c2cc3ccccc3oc2=O)c(C#N)c(-c2ccccc2)c1C(=O)Nc1ccccc1
-2.5 | -0.1 | COc1cc2c(cc1OC)CN(C1CCCN(Cc3cc(Cl)ccc3O)C1)CC2 (stereo not given)
1.9 | -0.5 | COc1ccc(F)cc1S(=O)(=O)n1nc(C)cc1C
-0.97 | -1.3 | COC(=O)CSC1=C(C#N)C(c2ccc(Cl)cc2)C(C(=O)OC)C(=O)N1 (stereo not given)

Single entries from above.
`COc1ccc(F)cc1S(=O)(=O)n1nc(C)cc1C` in STK33 inh: -0.5
`CCCCn1c(CNC(C)=O)nc2ccccc21` in Kir21 inh: 1.1
